Screens deposited in PubChem BioAssay by several laboratories.
Bcl-W Bim block = disrupts Bim peptide binding to human Bcl-W | Q92843 | bead-based flow cytometry | inhibition, % at 10 µM | hit rate 0.02% among 190,000 | AID 952;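 also: 0% = bound tracer without compound and 100% = peptide blocker; higher means less fluorescent Bim peptide bound to Bcl-W beads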
Bim-Bcl-B = inhibitors of Bim-Bcl-B interaction, human; bead-based flow cytometry, Bim peptide-Bcl-B binding; AID 951; hit rate 0.073% among 190,000; inhibition, % at 10 µM; Q9HD36;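 also: 0% = tracer peptide without compound and 100% = reference inhibitor peptide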
Target sequence (Q9HD36 whole entry, looked up): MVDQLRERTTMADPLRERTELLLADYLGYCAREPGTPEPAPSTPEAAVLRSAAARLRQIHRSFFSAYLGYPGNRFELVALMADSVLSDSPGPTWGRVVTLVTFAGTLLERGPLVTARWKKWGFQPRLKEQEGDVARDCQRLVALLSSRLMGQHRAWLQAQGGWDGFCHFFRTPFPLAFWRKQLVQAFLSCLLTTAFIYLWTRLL
Bcl-2 Bim block = human Bim-Bcl-2 interaction inhibition; Bead-based flow cytometry, Bim peptide-Bcl-2 binding; inhibition, % at 10 µM; P10415; hit rate 0.06% among 190,000; AID 950; in the data active = inhibition above about 40%; inconclusive = no clear call, values can overlap the other calls;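 also: 0% = no compound wells with probe peptide and 100% = reference peptide inhibitor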
RGS8-Gao = modulates binding of RGS8 to human Galphao; hit rate 0.34% among 220,000; response (percent of control binding), % at 10 µM; AID 1423; multiplexed bead flow cytometry; actives lie on both sides; P09471; in the data active = response below about 60% or above about 140%; inactive = in between;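 also: Galphao activated as the GDP aluminium fluoride complex binding bead-coupled RGS8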
Target sequence (P09471 whole entry, looked up): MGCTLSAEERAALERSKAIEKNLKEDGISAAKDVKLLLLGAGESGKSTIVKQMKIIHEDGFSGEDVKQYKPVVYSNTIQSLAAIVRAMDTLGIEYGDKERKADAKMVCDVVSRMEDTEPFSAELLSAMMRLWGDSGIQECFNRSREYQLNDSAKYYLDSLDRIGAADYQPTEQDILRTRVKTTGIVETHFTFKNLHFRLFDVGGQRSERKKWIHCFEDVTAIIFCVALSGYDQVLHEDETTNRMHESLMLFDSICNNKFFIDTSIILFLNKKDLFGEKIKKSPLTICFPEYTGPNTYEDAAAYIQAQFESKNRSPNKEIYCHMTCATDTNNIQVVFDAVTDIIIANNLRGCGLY
Bim-Mcl-1 = disrupts Bim peptide binding to human Mcl-1; inhibition, % at 10 µM; hit rate 0.1% among 190,000; AID 1009; Bead-based flow cytometry, Bim peptide-Mcl-1 binding;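 also: 0% = no compound tracer wells and 100% = peptide blocker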
Target sequence (Q07820 whole entry, looked up): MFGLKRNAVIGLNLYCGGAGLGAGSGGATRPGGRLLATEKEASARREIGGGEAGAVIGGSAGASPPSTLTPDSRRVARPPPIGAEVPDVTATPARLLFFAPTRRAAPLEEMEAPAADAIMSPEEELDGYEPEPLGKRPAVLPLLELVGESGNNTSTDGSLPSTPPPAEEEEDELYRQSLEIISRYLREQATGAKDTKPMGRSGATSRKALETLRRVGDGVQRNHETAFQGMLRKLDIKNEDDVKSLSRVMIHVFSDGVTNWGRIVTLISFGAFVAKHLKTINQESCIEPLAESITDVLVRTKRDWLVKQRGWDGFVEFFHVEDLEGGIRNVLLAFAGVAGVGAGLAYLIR
RGS4-Gao reg = modulates binding of RGS4 to human Galphao; hit rate 0.33% among 220,000; P09471; Multiplexed bead flow cytometry; actives lie on both sides; AID 1415; binding response (% of control), % at 10 µM; in the data active = binding response below about 49% or above about 150%; inactive = in between;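 also: fluorescent Galphao activated with aluminum fluoride binding bead-coupled RGS4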
Mcl1 Bid PPI = disrupts binding of human Mcl-1 to Bid peptide; hit rate 0.97% among 220,000; inhibition, % at 21.7 µM; TR-FRET Mcl-1/Bid-Dy647 peptide binding, 1536-well; AID 1021; Q07820;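 active = compounds that cut the binding signal by more than half at the single screening dose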;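 also: His-tagged Mcl-1 with europium anti-His antibody binding Bid BH3 peptide; 0% = Mcl-1 plus peptide wells and 100% = peptide-only wells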
Mcl1 Noxa PPI = Mcl-1/Noxa interaction inhibition; hit rate 1.5% among 220,000; Q07820; inhibition, % at 21.7 µM; AID 1022; TR-FRET Mcl-1/Noxa peptide binding, 2 h;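 active = compounds that cut the protein-peptide binding signal by more than 50% relative to plate controls in a single-dose test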;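 also: His-tagged Mcl-1 with rhodamine Noxa BH3 peptide and terbium anti-His antibody; 0% = Mcl-1 plus Noxa peptide wells and 100% = peptide-only wells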
RGS7-Gao reg = human RGS7-Galphao interaction regulation; hit rate 0.35% among 220,000; AID 1439; binding response (% of control), % at 10 µM; Multiplexed bead flow cytometry, RGS7-Galphao binding; actives lie on both sides; in the data active = binding response below about 49% or above about 150%; inconclusive = no clear call, values can overlap the other calls; inactive = in between;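 also: fluorescent Galphao held in activated GDP-AlF4 state binding bead-coupled RGS7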
Bim-Bfl-1 = inhibitors of Bim-Bfl-1 interaction, human; Bead-based flow cytometry, Bim-Bfl-1 binding inhibition; inhibition, % at 10 µM; hit rate 0.12% among 190,000; AID 1008;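 also: 0% = wells without compound plus tracer and 100% = blocker peptide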
Bcl-XL Bim block = human Bim-Bcl-XL interaction inhibition. AID 1007. Bim peptide-Bcl-XL binding, bead flow cytometry, fluorescence. inhibition, % at 10 µM. hit rate 0.04% among 190,000
Starred values were filed as active, the others as inactive; ? = inconclusive; · = no result given. Rule as the data show it, unless noted: active = inhibition above about 40%. Random draw from the library. About 2.7% of those tested had a hit in this group.

Molecule	Bcl-W Bim block	Bim-Bcl-B	Bcl-2 Bim block	RGS8-Gao	Bim-Mcl-1	RGS4-Gao reg	Mcl1 Bid PPI	Mcl1 Noxa PPI	RGS7-Gao reg	Bim-Bfl-1	Bcl-XL Bim block
CCN(CC)C(=O)CCCSc1nnc(Nc2ccccc2F)s1	0	-4	-1	99	-2	99	-20	-1	99	-4	-3
Cc1nc2nc(C)c(CCC(=O)N3CCN(c4ccccc4)CC3)c(C)n2n1	-3	-4	-6	99	-2	101	-11	9	100	0	-2
CSc1ccc(C#N)cc1NC(=O)c1cccnc1Cl	1	1	0	100	27	102	-33	-3	?	-4	0
CC1=C(C(=O)Nc2ccccc2)C(c2ccc3c(c2)OCO3)C2=C(CCCC2=O)N1 (centres undefined)	-1	-11	-10	98	-2	103	-24	5	104	-9	-5
Nc1ccc(-c2nc3ccc(N)cc3[nH]2)cc1	2	17	4	106	10	103	-42	31	102	-2	3
CC1CCC(NC(=S)NCCN(C)C)CC1 (centres undefined)	0	-2	1	102	-1	98	-14	13	99	-6	-5
Fc1ccc(C2CC(c3ccccc3)Nc3ncnn32)cc1 (centres undefined)	2	-4	-5	102	0	100	0	-5	95	-9	-1
COC(=O)C(CC(C)C)NC(=O)CNC(=O)c1ccccc1C (centres undefined)	-1	-2	-1	97	-3	97	-45	-8	98	-4	0
CC1CCCN(c2ccc(C(=O)Nc3nnc(C4CC4)s3)cc2[N+](=O)[O-])C1 (centres undefined)	·	·	?	100	·	102	-15	12	105	·	·
Cc1cccc(NC2SC(=O)N(c3ccccc3)C2=O)c1 (centres undefined)	-1	0	0	131	-2	145	-26	-2	131	0	-24
CCOc1ccc(NC(=O)CSc2nnnn2CC(=O)O)cc1	0	-6	-8	102	-2	98	5	10	103	-16	-5
CC1Cc2ccccc2N1C(=O)Cn1cnc2ccccc2c1=O (centres undefined)	4	-8	-8	103	-1	102	-10	7	101	-10	-2
Cc1nc(-c2c(C(F)(F)F)noc2-c2ccc(O)cc2O)cs1	-1	-4	-4	101	0	98	-37	18	98	-4	-3
CCOC(=O)c1nc(N)sc1C(=O)OCC	1	-3	-2	101	-1	100	-32	0	98	-5	-5
O=C(CCN1CCN(c2ccccc2F)CC1)c1ccc(Br)cc1	-1	-10	-6	97	-7	97	20	-10	101	-8	-13
OC[C@H]1O[C@@H](n2cnc3c(NC4CCCC4)ncnc32)[C@H](O)[C@@H]1O	-1	-5	1	101	-3	102	-1	16	100	0	0
O=C(Cc1ccccc1)NCCC1=CCCCC1	-1	-4	-6	104	-4	98	-8	1	101	-4	-3
COc1ccccc1S(=O)(=O)Cc1ccc(C(=O)N2CCCC2)o1	0	-9	-6	100	0	103	-14	6	101	-10	-6
NS(=O)(=O)c1ccc(CNC(=O)/C=C/c2ccccc2[N+](=O)[O-])cc1	-4	-4	-3	99	-2	96	-3	4	97	-4	-2
O=C(CSc1nnc(-c2ccc(S(=O)(=O)N3CCCC3)cc2)o1)NCc1ccco1	4	0	-3	92	1	74	-18	25	104	-2	-2
S=C(NC1CCCCC1)N1CCN(C2CCCCC2)CC1	1	-5	-4	104	-1	106	-36	10	106	0	0
CCN1CCN(C(=O)Cn2ncc3c2-c2ccccc2OC3)CC1	0	-6	-7	100	0	101	-22	5	100	-11	-4
COC(=O)c1c(C)n(-c2ccc(OC)cc2)c2ccc(O)cc12	5	-9	-12	99	-5	98	-1	47	97	-6	0
CN(C)S(=O)(=O)c1ccc(C(=O)OCc2nnc(-c3ccccc3)o2)cc1	·	·	·	102	·	98	-17	6	?	·	·
CCOC1(c2ccccc2)CC1C(=O)N/N=C/c1cccc([N+](=O)[O-])c1 (centres undefined)	·	·	·	98	·	88	-34	19	?	·	·
CC(C)c1ccc(/C=C/C(=O)NC2CCCCC2)cc1	-2	-4	0	101	-3	101	-18	6	102	0	-5
COCCCN=Cc1c(-c2ccccc2)[nH]n(-c2nc3ccccc3s2)c1=O	·	·	·	98	·	91	8	14	?	·	·
CCc1cc(C(=O)NNC(=S)NC(C)c2ccccc2)cs1 (centres undefined)	1	-18	-4	99	0	102	-123	-25	105	1	-1
CC(C)(C)c1ccc(S(=O)(=O)CC(O)CSc2nc3c(cc2C#N)CCCC3)cc1 (centres undefined)	-4	-5	-3	105	-5	103	6	-16	101	-2	-5
O=C1CCCc2oc3c(c21)CCCC3	2	-1	-1	96	0	100	-31	4	99	-4	3

Exported with two lines to a compound: part of the list above
Screens in order: Bcl-W Bim block | Bim-Bcl-B | Bcl-2 Bim block | RGS8-Gao | Bim-Mcl-1 | RGS4-Gao reg | Mcl1 Bid PPI | Mcl1 Noxa PPI | RGS7-Gao reg | Bim-Bfl-1 | Bcl-XL Bim block
> CC(C)(C)c1ccc(S(=O)(=O)CC(O)CSc2nc3c(cc2C#N)CCCC3)cc1 (centres undefined)
    -4 | -5 | -3 | 105 | -5 | 103 | 6 | -16 | 101 | -2 | -5
> CC1CCC(NC(=S)NCCN(C)C)CC1 (centres undefined)
    0 | -2 | 1 | 102 | -1 | 98 | -14 | 13 | 99 | -6 | -5

Other compounds follow:
Molecule	Bcl-W Bim block	Bim-Bcl-B	Bcl-2 Bim block	RGS8-Gao	Bim-Mcl-1	RGS4-Gao reg	Mcl1 Bid PPI	Mcl1 Noxa PPI	RGS7-Gao reg	Bim-Bfl-1	Bcl-XL Bim block
Clc1cccc(COn2c(-c3ccc(Cl)cc3Cl)nc3ncccc32)c1	-4	-10	-11	103	-3	100	10	2	99	-18	-11
CCN1CCn2c3c(c4cc(Cl)ccc42)CCCC31 (centres undefined)	-1	-10	-6	102	-2	100	-34	9	103	-18	-6
CCC(OC(=O)C1=Cc2ccccc2OC1)C(=O)NC1CCCC1 (centres undefined)	-1	-6	-6	·	-2	·	-29	-4	·	-7	-3
Cc1nc(N2CCC(C)CC2)c2c(C)c(C(=O)Nc3ccccc3C(F)(F)F)sc2n1	0	-3	-3	98	-1	93	5	9	97	-6	0
CCOc1ccc(N2C(=O)c3cccnc3C2Nc2ccc(F)cc2)cc1 (centres undefined)	0	-8	-6	102	0	100	84*	19	100	-7	-3
Clc1nc(Cl)nc(NCCC2=CCCCC2)n1	5	0	2	100	4	96	36	40	100	-3	0
CC(=O)NNC(=S)NC(=O)C(c1ccccc1)c1ccccc1	-5	-10	-6	103	-4	107	-69	-37	105	2	-3
CC(=O)c1cccc(NC(=O)C(Sc2ncnc3ccccc23)c2ccccc2)c1 (centres undefined)	-7	-11	-7	103	-4	100	56*	-46	94	-12	-10
CC1=C(C(=O)OC(C)C)C(c2ccc(F)cc2)NC(=O)N1 (centres undefined)	0	-4	-2	102	0	98	0	19	99	-5	-4
CC(C)(C)C(=O)Nc1ccc(C(=O)N/N=C/c2ccccc2OC(=O)c2ccccc2)cc1	0	0	0	104	0	103	7	5	104	-1	0
Cc1ccc(S(=O)(=O)N2CCC(C(=O)N[C@@H](C)C(=O)NCc3ccco3)CC2)cc1	-3	0	1	103	-2	101	-9	14	99	0	-4
CC(=O)Nc1ccc(S(=O)(=O)Nc2c(C)nn(-c3ccccc3)c2C)cc1	0	0	0	96	0	101	-4	-7	101	0	-3
Cc1nnc(SCC(=O)N2CCN(S(=O)(=O)c3ccccc3)CC2)[nH]c1=O	-1	-3	-3	97	-4	98	-20	11	97	-2	0
COc1ccc(C(=O)OC(COc2ccccc2)Cn2ccnc2)cc1 (centres undefined)	-2	-4	6	·	-3	·	12	22	·	1	-2
Cc1cc(C)c2ccc(=O)n(CC(=O)N/N=C/c3ccccc3Cl)c2n1	·	·	·	107	·	111	12	-4	?	·	·
CCOCC(=O)Nc1cccc(SC)c1	-3	0	5	98	-2	97	-14	7	?	5	0
Cc1cc(N)n(-c2ccc3ccccc3c2)n1	0	-1	-1	97	0	97	96*	-9	97	-2	0
Cc1ccc(-n2c(=O)c3sccc3n(CC(=O)NCc3ccco3)c2=O)cc1F	0	-1	1	98	-2	102	-25	3	96	0	-1
CCn1c(SCc2nc(-c3ccccc3)no2)nnc1-c1cccs1	-2	-1	-5	103	-1	108	4	5	104	0	-6
Cc1nn(-c2nnc(NCc3ccccc3)nn2)c(C)c1Br	3	-14	11	101	3	101	-30	5	101	5	7
CCCCOc1ccc(C(=O)Nc2ccc(N3CCN(C)CC3)cc2)cc1	-5	-5	-5	100	-5	98	-27	-1	97	-4	-4
Cc1nn(C(C)C(=O)O)c(=O)c2c1sc1ccccc12 (centres undefined)	0	-3	-1	104	0	103	-17	11	103	-3	-2
C=CCc1cccc(/C=N/NC(=O)CNc2ccccc2OC)c1O	-5	-3	1	104	0	102	-29	25	102	-3	-5
CC(C)(C)c1ccc(C(=O)NCC(=O)OCN2C(=O)c3ccccc3C2=O)cc1	-30	-35	-31	102	-33	101	0	-1	98	-27	-27
Cn1nc(CC(=O)Nc2ccc(N3CCN(C(=O)OC(C)(C)C)CC3)cc2)c2ccccc2c1=O	-2	-8	-9	98	0	93	13	29	93	-17	-9
COCCOC(=O)C1=C(N)Oc2c(oc(CO)cc2=O)C1c1ccccc1F (centres undefined)	0	-5	-1	101	0	97	-10	-17	92	-11	-2
COc1ccc(C(=O)NCc2nnc(SCC(=O)Nc3nnc(C)s3)o2)cc1	2	-2	0	97	0	100	-1	-12	92	-4	-2
COCCSc1ccccc1C(=O)N1CCc2ccccc2C1	0	-4	-1	99	0	101	-25	12	?	-2	-2
O=C(CSc1nnc(-c2ccncc2)n1CC1CCCO1)Nc1nccs1 (centres undefined)	0	-9	-6	103	-7	104	-15	8	103	-1	-1
CCNc1ccc(S(=O)(=O)N(C)C)cc1[N+](=O)[O-]	0	-4	-6	94	1	92	-51	28	92	-6	-2

(list continues)
Molecule	Bcl-W Bim block	Bim-Bcl-B	Bcl-2 Bim block	RGS8-Gao	Bim-Mcl-1	RGS4-Gao reg	Mcl1 Bid PPI	Mcl1 Noxa PPI	RGS7-Gao reg	Bim-Bfl-1	Bcl-XL Bim block
Cc1ccccc1CC1(CO)CCCN(C(=O)c2cc(Cl)ccc2F)C1 (centres undefined)	3	-1	-1	100	2	102	6	0	94	-2	1
CC(=O)c1ccc(-n2cc(-c3ccc(C(C)(C)C)cc3)[n+]3c2SCCC3)cc1	-1	-3	-4	99	0	100	-32	-16	?	-4	-2
Cc1nc(C)c(C(=O)O)c(-c2ccsc2)c1C(=O)O	·	·	·	98	·	95	8	-11	?	·	·
CC(NO)C(C)(C)NO (centres undefined)	2	-5	-4	99	3	98	-57	0	99	-15	-2
CCCCOc1ccc(C(=O)OC(C)CN(C)C)cc1 (centres undefined)	1	-4	-5	111	1	111	-1	12	112	-5	-3
CCc1ccccc1NC(=O)CN(C)C(=O)CN1C(=O)NC2(CCCCCC2)C1=O	1	3	2	119	0	110	-4	26	115	-2	0
O=C(c1ccccc1)c1c[nH]c(C(=O)NNc2cccc(Cl)n2)c1	-1	-7	-4	101	-1	100	-33	13	?	-3	-2
CCOc1ccccc1C(=O)N(CN1CCCC1=O)c1ccc(C)c(Cl)c1	-2	-1	0	98	-1	98	-6	1	95	-2	1
CCCCCC1(C(=O)OCC)CC(CSC(=N)N)OC1=O (centres undefined)	0	-7	-2	106	0	104	-30	17	104	-5	0
NC(=O)NC(=O)CSc1nc(-c2ccccc2)c(-c2ccccc2)n1CC1CCCO1 (centres undefined)	0	-11	-13	98	-6	101	3	6	101	-17	-8
